Screening results from PubChem.
AHR activator – human AHR activation; P35869; AHR-responsive luciferase reporter cells, luminescence; activation, % at 5 µM; hit rate 2.5% among 320,000; AID 2796; in the data active = activation above about 47%;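 also: 0% = vehicle wells and 100% = reference agonist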
PAFAH1B2 inh – inhibitors of human PAFAH1B2. recombinant PAFAH1B2, FP-rhodamine activity probe, fluorescence polarization. inhibition, % at 3.39 µM. hit rate 1.2% among 340,000;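 active = inhibition above the mean of all tested compounds plus 3 SD, cut at about 24% in these data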;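 also: 0% = enzyme with DMSO and 100% = wells lacking PAFAH1B2; many of its hits are not listed in these tables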
Target sequence (P68402 whole entry, looked up): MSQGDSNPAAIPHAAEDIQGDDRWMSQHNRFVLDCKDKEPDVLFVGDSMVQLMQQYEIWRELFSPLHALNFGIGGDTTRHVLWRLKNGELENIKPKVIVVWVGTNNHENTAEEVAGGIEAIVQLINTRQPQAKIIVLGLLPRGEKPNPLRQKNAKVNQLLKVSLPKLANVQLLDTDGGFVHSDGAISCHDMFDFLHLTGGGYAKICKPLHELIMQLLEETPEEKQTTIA
BCLXL inh – Bcl-xL (human) inhibition. GST-Bcl-xL / FITC-Bim BH3 peptide fluorescence polarization. inhibition, % at 10.9 µM. hit rate 0.7% among 320,000;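 active = inhibition above the mean of all tested compounds plus 3 SD, cutoff set per campaign, cut at about 30% in these data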;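 also: 0% = DMSO wells and 100% = unlabeled Bim-BH3 peptide competitor; inhibitors lower millipolarization by displacing the labeled peptide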
Fam108B counter – blocks mouse Fam108B hydrolase in RBBP9 counter-screen | recombinant Fam108B, FP-Rh probe fluorescence polarization | inhibition, % at 9.51 µM | hit rate 0.33% among 300,000;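 active = inhibition above the screen mean inhibition plus 3 SD, computed separately per campaign, cut at about 18% in these data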;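 also: inhibitors lower polarization as less probe binds the enzyme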
MCL1-BIM inh – disrupts human MCL1 binding to BIM-BH3 peptide. inhibition, % at 10.9 µM. hit rate 0.68% among 320,000. Q07820. GST-MCL1 / FITC-Bim-BH3 fluorescence polarization;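 active = inhibition above the mean inhibition of all tested compounds plus 3 SD, set per campaign, cut at about 40% in these data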;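 also: 0% = DMSO wells and 100% = unlabeled Bim-BH3 peptide control; higher means more loss of mP so more displacement of Bim peptide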
Target sequence (Q07820 whole entry, looked up): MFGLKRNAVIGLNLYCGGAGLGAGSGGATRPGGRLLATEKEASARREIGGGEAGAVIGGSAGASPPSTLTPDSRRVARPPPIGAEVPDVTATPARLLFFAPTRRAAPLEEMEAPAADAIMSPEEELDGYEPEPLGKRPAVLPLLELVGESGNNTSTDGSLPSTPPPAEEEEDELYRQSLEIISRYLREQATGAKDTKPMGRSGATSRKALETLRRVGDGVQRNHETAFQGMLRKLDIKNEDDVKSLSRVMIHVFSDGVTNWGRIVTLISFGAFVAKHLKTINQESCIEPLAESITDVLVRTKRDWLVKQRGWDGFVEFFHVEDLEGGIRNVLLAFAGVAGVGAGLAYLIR
pPAFAH FP inh – pPAFAH (human) enzyme inhibition; inhibition, % at 3.39 µM; hit rate 1.5% among 330,000; Q13093; recombinant pPAFAH, FP-rhodamine probe fluorescence polarization; AID 463082;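 active = inhibition above the mean inhibition across the screen plus 3 SD, cut at about 25% in these data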;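 also: inhibitors block binding of the rhodamine activity-based probe so polarization drops; 0% = enzyme with DMSO and 100% = wells lacking pPAFAH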
Target sequence (Q13093 whole entry, looked up): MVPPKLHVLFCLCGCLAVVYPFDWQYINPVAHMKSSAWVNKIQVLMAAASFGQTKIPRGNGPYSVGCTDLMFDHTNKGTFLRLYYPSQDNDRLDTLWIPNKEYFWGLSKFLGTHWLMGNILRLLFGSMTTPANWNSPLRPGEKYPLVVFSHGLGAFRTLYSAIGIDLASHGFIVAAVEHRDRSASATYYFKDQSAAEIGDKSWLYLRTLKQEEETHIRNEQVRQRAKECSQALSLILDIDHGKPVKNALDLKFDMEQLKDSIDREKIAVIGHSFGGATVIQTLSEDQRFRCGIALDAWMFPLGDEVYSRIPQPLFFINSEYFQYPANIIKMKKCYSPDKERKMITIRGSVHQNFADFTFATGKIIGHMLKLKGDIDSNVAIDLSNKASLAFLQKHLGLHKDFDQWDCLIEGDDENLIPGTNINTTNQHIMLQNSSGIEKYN
GLD-1 TGE inh – GLD-1-TGE RNA interaction inhibition (C. elegans) | Q17339 | purified GLD-1 + fluorescein TGE RNA, fluorescence polarization | inhibition, % at 5.96 µM | hit rate 0.44% among 320,000;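 active = percent inhibition above a per-plate cutoff, the plate mean of test compounds plus 3 SD, cut at about 30% in these data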;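 also: 0% = DMSO wells with GLD-1 and probe and 100% = wells lacking GLD-1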
PME-1 primary – PME-1 (human) inhibition; recombinant PME-1, FP-Rh probe fluorescence polarization; inhibition, % at 5.9 µM; Q9Y570; AID 2130; hit rate 0.53% among 320,000;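 active = inhibition above the campaign mean of all compounds plus 3 SD, cut at about 26% in these data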;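 also: competitive labeling of PME-1 active site by serine hydrolase directed probe; 0% = PME-1 with DMSO and 100% = wells lacking PME-1 enzyme; inhibitors block probe labeling so polarization falls and inhibition rises; many of its hits are not listed in these tables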
MEX-5 binding – C. elegans MEX-5 TCR-2 RNA binding activity. Q9XUB2. activity score (negative = inhibition of binding), % at 10 µM. hit rate 0.38% among 300,000. AID 1832. MEX-5/FITC-TCR2 RNA binding, fluorescence polarization; hits give low values;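 active = inhibition past about -25% in most replicates, and total fluorescence under double the plate's negative control median, limit read from the data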;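 also: 0% = DMSO and -100% = 5 µM competing unlabeled TCR2 RNA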
Active calls of the source: *; · = not tested or not shown.

SMILES	AHR activator	PAFAH1B2 inh	BCLXL inh	Fam108B counter	MCL1-BIM inh	pPAFAH FP inh	GLD-1 TGE inh	PME-1 primary	MEX-5 binding
O=C(NCC1CCN(Cc2ccccc2Cl)CC1)Nc1ccccc1F	2.8	6.9	6.3	0.7	0.3	-4.7	-2.0	-2.8	0.0
CCN1C(=O)[C@H]2[C@@H](c3ccc(-c4ccc(Cl)c(Cl)c4)c(OC)c3)N[C@@](Cc3ccccc3)(C(=O)OC)[C@H]2C1=O	-0.1	-6.4	4.8	-6.1	3.9	-3.4	-3.1	-3.4	-0.3
CCc1ccccc1NC(=O)CN(C)C(=O)CSc1nc2cc(Cl)ccc2s1	4.3	6.8	3.6	1.4	-4.6	-3.0	-5.8	4.4	-0.2
O=C(NC1CCS(=O)(=O)C1)c1cccc(S(=O)(=O)N2CCOCC2)c1 (stereo unspecified)	-1.5	2.9	0.4	-2.0	-2.5	-0.4	3.3	1.6	-0.5
Nc1ccc(Br)cc1C(NCC(=O)O)c1ccccc1 (stereo unspecified)	1.4	·	1.4	3.1	5.7	-1.6	-7.2	-5.3	-0.5
CC(C)c1ccccc1NC(=O)COC(=O)c1ccc(Cl)c(S(=O)(=O)N2CCCCCC2)c1	1.3	-1.4	-3.4	-4.2	2.4	1.7	1.6	0.2	0.2
CC(SCC(=O)Nc1ccccc1)c1nc2ccccc2c(=O)[nH]1 (stereo unspecified)	-2.5	3.5	2.1	2.2	-1.7	0.9	-0.7	1.3	-3.9
CC(C)(C)C(=O)O/N=C(\N)c1ccc(-c2csnn2)cc1	0.6	3.6	20.2	1.8	22.0	-0.4	9.6	0.3	0.0
Cc1nc2nc(-c3ccco3)nn2c(C)c1Cl	31.0	-0.5	5.2	-1.2	1.9	4.2	5.5	-0.3	-4.3
CC(C)=C(C#N)c1nc2ccccc2s1	14.7	6.5	-19.6	-28.2	-39.9	0.0	-60.1	-37.7	3.9
C=CCNc1nc(NCc2ccccc2)c(C#N)c2c1CN(C)CC2	53.6*	5.7	14.9	-0.9	13.9	13.9	7.5	1.6	-1.8
O=C(COC(=O)C1CCC(=O)N1)Nc1ccc(Oc2ccccc2)cc1 (stereo unspecified)	1.4	1.1	1.1	-0.4	0.2	-2.6	6.0	3.0	1.6
COc1ccc(S(=O)(=O)NCCCN2CCOCC2)cc1F	-1.7	2.7	-3.6	4.7	-1.6	1.3	2.4	0.1	0.2
Cc1nc2nc(C)c(NS(=O)(=O)c3ccc(Cl)s3)c(=O)n2[nH]1	1.4	7.9	0.9	0.9	-7.3	-6.3	-5.5	-6.0	-4.0
O=C(Cc1nnc(NC(=O)Nc2ccccc2)s1)Nc1ccccc1	5.9	·	2.1	-6.1	-2.6	2.0	3.1	-6.8	4.0
Cc1ccccc1CN1C2=NCCCN2c2ccccc21	2.1	0.5	4.6	0.8	6.8	2.8	7.7	-0.6	-0.5
CN(CC(=O)NCCCn1ccnc1)S(=O)(=O)c1ccc(Cl)cc1	2.9	-3.8	·	·	·	-2.1	9.5	·	·
COc1cc(C)nc(N2CCCC(C(=O)Nc3cc(Cl)ccc3OC)C2)n1 (stereo unspecified)	4.8	0.9	3.9	0.7	2.1	-2.1	9.7	1.9	-1.2
NS(=O)(=O)c1ccc(CNC(=O)c2ccc3c(c2)OCO3)cc1	1.6	-3.2	·	·	·	-1.8	5.2	·	·
Nc1nnc(CCOc2ccccc2Cl)s1	4.6	-0.8	4.8	3.5	-5.6	3.1	1.9	2.8	2.4
NC(=O)c1c(NC(=O)C(=O)N2CCOCC2)sc2c1CCCC2	5.7	5.9	0.0	0.3	-0.7	7.1	0.9	0.0	1.5
Cc1cc(C(C)(C)C)ccc1OCCOCCN1CCCC1	-0.4	3.8	6.8	-4.1	2.5	6.7	2.4	-0.7	-1.8
COc1ccc(NC(=O)/C=C/c2ccccc2[N+](=O)[O-])c(OC)c1	76.8*	11.2	7.3	2.6	4.1	4.8	-5.6	3.4	-1.6
O=C(CS(=O)(=O)c1ccccc1)Nc1nnc(C(F)(F)F)s1	3.4	6.8	3.8	1.0	8.2	-0.7	5.4	-8.5	-1.9
Cc1nn(Cc2ccc(Cl)cc2Cl)c(Cl)c1/C=N/NC(=O)CNc1cccc(C(F)(F)F)c1	6.8	·	8.2	-6.0	8.7	0.2	1.3	7.3	0.6
CC(=O)NCCC(=O)Nc1ncc(S(=O)(=O)c2ccc([N+](=O)[O-])cc2)s1	0.7	25.9*	-11.1	0.4	-17.5	-1.1	2.0	-0.6	0.1
COc1ccc(NC(=O)CSc2c(C)nn(-c3nnc(C)c(=O)[nH]3)c2C)cc1	4.1	2.5	7.0	-3.3	14.2	-5.2	-1.3	-6.3	0.1
CCOC(=O)CC1C(=O)NCCN1C(=O)c1cc2c(=O)n3cccc(C)c3nc2s1 (stereo unspecified)	12.5	-0.7	4.6	-2.6	6.3	1.9	1.4	-1.0	-0.7
C=CCNC(=O)/C=C/c1ccc(C(C)C)cc1	41.3	8.5	6.6	-2.0	-2.4	1.3	4.3	-2.9	-0.2
CC1(C)CC(=O)/C(=C(\O)c2ccccc2)C(=NCCc2ccccc2)C1	-2.4	2.1	-6.3	-0.9	-4.6	-0.2	1.7	-0.3	0.0

Two entries picked at random from the list so far, as already listed:
SMILES	AHR activator	PAFAH1B2 inh	BCLXL inh	Fam108B counter	MCL1-BIM inh	pPAFAH FP inh	GLD-1 TGE inh	PME-1 primary	MEX-5 binding
NC(=O)c1c(NC(=O)C(=O)N2CCOCC2)sc2c1CCCC2	5.7	5.9	0.0	0.3	-0.7	7.1	0.9	0.0	1.5
CC1(C)CC(=O)/C(=C(\O)c2ccccc2)C(=NCCc2ccccc2)C1	-2.4	2.1	-6.3	-0.9	-4.6	-0.2	1.7	-0.3	0.0

(cont.)
SMILES	AHR activator	PAFAH1B2 inh	BCLXL inh	Fam108B counter	MCL1-BIM inh	pPAFAH FP inh	GLD-1 TGE inh	PME-1 primary	MEX-5 binding
O=C(N/C(=C/c1ccco1)C(=O)N1CCCCCC1)c1cccs1	1.8	-0.6	7.0	-0.1	4.5	5.6	2.5	-2.1	2.0
CCN(CC)C(=O)c1cccc(-c2ccc(OC)cc2)c1	6.3	5.7	1.2	-2.4	0.5	1.0	3.6	4.4	-2.5
CC(C)NC(=O)c1onc(CSc2ccncc2)c1C(=O)NC(C)C	10.4	2.5	-1.9	1.1	0.5	2.9	-0.4	1.7	1.0
COc1cccc(-c2cn3nc(C)c(C)nc3n2)c1	9.8	2.8	-6.9	-3.8	-22.4	2.0	-8.5	-3.1	2.4
CCN(c1ccccc1)S(=O)(=O)c1ccc(F)cc1C	1.2	9.0	3.3	-1.6	1.3	3.4	-1.8	2.7	·
Cc1nn(C(C)(C)C)c(C)c1/C=N/OC(=O)Nc1ccc(Cl)cc1	-8.5	2.3	-0.2	-0.1	-3.1	14.8	2.9	-11.5	1.9
COc1cccc(N2CCN(C(c3ccccn3)c3nnnn3C(C)(C)C)CC2)c1 (stereo unspecified)	0.6	3.2	9.7	5.0	4.1	-0.9	2.7	-1.4	-3.2
CCc1nc(SCc2ccccn2)[nH]c(=O)c1C	3.5	1.8	-0.3	0.7	-5.0	-0.5	-0.7	0.5	-1.4
COc1cnn(-c2ccccc2)c(=O)c1SCc1ccc(Cl)cc1Cl	-4.9	1.8	3.1	0.2	6.5	8.3	0.6	-1.2	0.6
CCOc1cc(C(C(=O)NCC2CCCO2)N(C(=O)Cn2nnc3ccccc32)c2ccc(OC)c(OC)c2)ccc1O (stereo unspecified)	-1.4	3.7	3.0	0.0	5.2	4.5	9.4	3.4	2.8
O=C(c1cc(-c2cccs2)nc2ccccc12)N1CCN(c2ccccc2O)CC1	8.6	2.2	6.6	-2.8	1.4	1.4	7.3	-7.2	-0.4
COc1ccc(Cl)cc1NC(=O)CN1CCC(n2nnc3ccccc32)CC1	-0.7	0.7	-0.4	1.6	1.3	25.3*	2.8	2.0	0.4
Cc1ccc(C2N(c3ccc(Cl)cc3)C(=O)N3CCCN23)cc1 (stereo unspecified)	1.3	4.5	4.8	-0.3	8.2	-0.1	1.1	7.0	-2.3
CCN(C(=O)CSc1nnnn1-c1ccccc1OC)C1CCS(=O)(=O)C1 (stereo unspecified)	1.8	2.2	1.4	3.8	2.4	4.1	4.6	0.2	-0.6
CS(=O)(=O)N(CC(=O)N1CCCCCC1)Cc1ccc(Cl)cc1	2.3	10.4	6.5	4.0	0.5	6.7	8.1	-11.0	-2.2
CCC(C)(C(=O)NC1CCCCC1)N(Cc1ccco1)C(=O)Cc1cccs1 (stereo unspecified)	-2.6	6.8	6.5	-2.1	5.5	1.5	-3.0	-0.6	-2.5
Cn1c(SCC(=O)N2c3ccccc3Sc3ccccc32)nnc1-c1ccco1	1.3	4.1	-6.9	2.1	-9.6	1.4	-1.1	-0.2	0.2
CCN(c1ccc(C)c(C)c1)S(=O)(=O)c1c(C)[nH]c(=O)[nH]c1=O	2.8	2.2	0.6	-8.1	6.5	-5.7	-2.8	-7.1	0.8
CCOC(=O)N1CCN(C(=O)c2ccc(N(Cc3ccccc3)S(C)(=O)=O)cc2)CC1	-1.9	-0.9	3.3	0.7	3.9	-0.4	10.5	1.8	-1.9
Cn1c(C(C(=O)NCC2CCCO2)N(CCc2ccccc2)C(=O)Cn2nnc3ccccc32)nc2ccccc21 (stereo unspecified)	2.6	3.0	8.3	-1.9	13.0	5.0	2.5	-9.2	2.2
Cc1cccn2c(=O)c3cc(C(=O)NCC4CCCO4)c(=N)n(C4CCCC4)c3nc12 (stereo unspecified)	7.6	2.8	2.3	1.9	1.2	5.2	3.9	3.7	-2.1
O=C(CSc1nnnn1-c1ccccc1)NCCCN1CCCC1=O	3.0	-1.0	·	·	·	1.4	-4.1	·	·
CNc1c(N)n(Cc2ccccc2)c(=O)[nH]c1=O	0.2	3.9	37.4*	-2.6	43.0*	2.6	41.5*	-3.4	-32.3*
CC(C)NC(=O)NC(=O)CSc1ncc(C(F)(F)F)cc1Cl	-6.7	5.4	-1.9	-2.2	-7.5	10.8	-0.6	0.4	0.4
O=C(COC(=O)c1cc(S(=O)(=O)N2CCCC2)ccc1O)NCCc1ccccc1	0.3	9.8	3.6	·	-0.9	-3.9	2.1	-4.9	·
O=C(c1ccccc1[N+](=O)[O-])N(CCc1ccccc1)Cc1ccccc1	3.3	-1.6	2.2	-0.1	-5.0	6.5	1.7	8.8	-1.0
Clc1cccc(-c2nc3nc4ccccc4nc3n2Cc2ccccc2)c1	0.5	0.7	3.4	-1.3	3.6	-2.2	-6.8	3.2	0.5
CC(=O)Nc1cccc(N=NN2CCCCC2)c1	7.9	3.7	1.5	3.2	5.9	4.7	1.3	9.6	·
O=C1CCCN1c1ccc(N2CCCC2=O)cc1	11.8	-0.7	0.1	0.5	-0.8	4.0	8.0	0.1	1.9
C=CCOc1c(Br)cc(CNc2ccc(NC(=O)CCC)cc2)cc1OCC	2.6	4.7	1.8	4.0	0.3	13.0	5.1	8.8	3.1
CC(C)(C)c1ccc(S(=O)(=O)N2CCC(O)(c3ccc(Cl)cc3)CC2)cc1	-2.1	11.8	4.5	-11.2	2.1	-1.2	2.9	-6.2	-5.9
S=C(Nc1ccccc1Cl)N1CCCCC1	-0.1	-0.2	3.7	-1.9	7.1	-2.1	-0.3	-1.2	-3.4
N#Cc1ccc(Oc2cc(C(F)(F)F)nc(-c3ccccn3)n2)cc1	-1.4	-0.6	8.8	6.5	1.7	6.2	-6.2	-0.5	-2.4

Only part of the results is shown; count on the stated rates, not on these rows.
